NPC1 prom act: activates the NPC1 promoter | Huh7 NPC1 promoter luciferase reporter, 24 h | Potency, µM (titrated, usually from 9.22 µM), for inactives: at the top dose activation, most hits filed as activators | 320,000 compounds, 2.4% hits;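 further: potency means the concentration at half of the fitted maximal effect; % of control where 0% means no effect; nearly all actives have a fitted effect of over 60% in size; reporter is driven by a mutant NPC1 promoter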
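Readout is luciferase luminescence, reflecting NPC1 promoter activation in stably transfected Huh7 cells after 24 h compound exposure at 37 °C in reduced-serum medium with 10% FBS.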
FLuc modulator: counter-screen for miR-21 project: firefly luciferase inhibitors or activators | P08659 | purified FLuc, Km substrates, luminescence inhibition | Potency, µM (series often up to 57.5 µM), for inactives: at the top dose activity change, negative = inhibition, most hits filed as inhibitors | 360,000 compounds, 6.9% hits | AID 588342;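 further: potency means the concentration at half of the fitted maximal effect; plate controls were vehicle for no effect and reference inhibitor for full effect; nearly all actives have a fitted effect of over 55% in size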
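Purified P. pyralis luciferase, 10 nM final, with Km-level 10 uM D-luciferin and 10 uM ATP in 50 mM Tris acetate pH 7.5, 10 mM Mg acetate, 0.01% Tween-20, 0.05% BSA; 6-point qHTS titration about 60 µM downward; luminescence read.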
Rab9 promoter act: activators of Rab9 promoter | AID 485297 | Potency, µM (top dose mostly 9.22 µM), for inactives: at the top dose activation, negative = inhibition, hits mostly activators | 320,000 compounds, 2.8% hits | Huh7 Rab9 promoter-luciferase reporter, luminescence, 24 h; further: potency means the concentration at half of the fitted maximal effect; % of control where 0% means no effect; nearly all actives have a fitted effect of over 60% in size
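Promoter activation is measured as luciferase luminescence in Huh7 cells stably transfected with a Rab9 promoter–luciferase construct, following 24 h compound exposure at 37 °C and 10 min reagent incubation at ambient temperature.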
RORg inh: inhibitors of mouse ROR gamma transcriptional activity; P51450; Drosophila S2 Gal4-RORgamma UAS-luciferase reporter, 20 h; Potency, µM (highest dose often 53.6 µM), inactives show at the top dose activity change, negative = inhibition, usual class: inhibitors; 310,000 compounds, 5.4% hits; AID 2551; further: potency means the concentration at half of the fitted maximal effect; on the % scale 0 is the no-effect control and ±100 the full control effect; nearly all actives have a fitted effect of over 60% in size
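In this cell-based reporter format, copper sulfate (700 uM final) drives Gal4–ROR gamma fusion expression from a metallothionein promoter in Drosophila Schneider cells; compounds preincubated 1 hr, reporter read after 20 hr at ambient temperature.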
BRCA1 expr up: increases BRCA1 expression | 380,000 compounds, 1.1% hits | MCF7-BRCA1-FFLuc reporter, luminescence, 48 h; response scale: scaled: vehicle 0%, 10 µM genistein 100% | Potency, µM (doses to about 46.1 µM), inactives show top-dose activation, actives largely listed as activators; further: potency means the concentration at half of the fitted maximal effect; nearly all actives have a fitted effect of over 80% in size; some results filed as inactive show a strong effect at the top dose
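MCF7-BRCA1-FFLuc cells, 2000/well in phenol-red-free MEM, attached 2 h then treated 48 h at 37 C. Luciferase luminescence read 15 min after reagent; normalized to genistein maximum activation (10microM) and DMSO, concentration-response fitted.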
ELG1 DNA repair: ELG1-dependent DNA repair inhibition; Potency, µM (doses to about 46.1 µM), for the others: top-dose activity change, negative = inhibition, actives largely listed as inhibitors; 330,000 compounds, 2.3% hits; AID 504467; HEK293T ELG1-luciferase reporter, luminescence, 16 h; DNA damage induced by 5-fluorouridine; further: potency means the concentration at half of the fitted maximal effect; on the % scale 0 is the no-effect control and ±100 the full control effect; nearly all actives have a fitted effect of over 55% in size
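5-Fluorouridine DNA damage + compound/DMSO, 2,000 cells/well, 16 h, 37 °C/5% CO2. ONE-Glo, 30 min RT, luminescence. Readout = decrease in reporter signal.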
TRPV1 agonist: human TRPV1 agonism | AID 540275 | Q8NER1 | activation, % at 8.33 µM | TRPV1-expressing cells, Fluo-8 calcium influx, agonist mode | 320,000 compounds, 0.19% hits; in the data active means activation above about 80%; inconclusive means between about 30% and that limit; further: 0% is about no effect
Target sequence (Q8NER1 whole entry, looked up): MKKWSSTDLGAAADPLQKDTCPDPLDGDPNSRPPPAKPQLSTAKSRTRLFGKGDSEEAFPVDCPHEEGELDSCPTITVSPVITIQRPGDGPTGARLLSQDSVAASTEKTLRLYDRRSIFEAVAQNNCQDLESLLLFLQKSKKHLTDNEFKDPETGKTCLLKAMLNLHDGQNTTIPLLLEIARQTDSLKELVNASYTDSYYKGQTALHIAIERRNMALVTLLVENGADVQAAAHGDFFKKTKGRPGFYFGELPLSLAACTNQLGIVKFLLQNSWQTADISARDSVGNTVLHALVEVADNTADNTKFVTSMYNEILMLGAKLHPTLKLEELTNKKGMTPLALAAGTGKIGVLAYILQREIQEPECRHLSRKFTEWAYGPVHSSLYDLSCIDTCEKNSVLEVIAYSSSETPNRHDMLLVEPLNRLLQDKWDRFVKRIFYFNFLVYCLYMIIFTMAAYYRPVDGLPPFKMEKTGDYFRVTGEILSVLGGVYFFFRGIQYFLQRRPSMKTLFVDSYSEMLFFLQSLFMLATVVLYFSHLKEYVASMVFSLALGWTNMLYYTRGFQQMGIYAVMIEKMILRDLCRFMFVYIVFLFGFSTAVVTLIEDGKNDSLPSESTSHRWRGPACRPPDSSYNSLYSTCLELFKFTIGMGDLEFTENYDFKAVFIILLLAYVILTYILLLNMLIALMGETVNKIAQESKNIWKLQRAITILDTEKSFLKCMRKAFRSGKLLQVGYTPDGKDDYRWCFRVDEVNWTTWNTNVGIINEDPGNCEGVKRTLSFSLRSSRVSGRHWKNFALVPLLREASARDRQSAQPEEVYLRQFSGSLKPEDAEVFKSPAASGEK
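TRPV1-expressing cells were cultured overnight at 35.5C and loaded with Fluo-8 calcium dye for 40 to 90 min at room temperature. After a 10 s baseline, compound was added and calcium influx was read kinetically for 3 min (ex 480/em 520 nm).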
Tb PFK block: inhibitors of T. brucei phosphofructokinase; O15648; T. brucei PFK, ADP-Glo luminescence; Potency, µM (titrated, usually from 57.5 µM), for inactives: at the top dose activity, negative = inhibition, hits mostly inhibitors; 330,000 compounds, 0.17% hits;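 further: potency means the concentration at half of the fitted maximal effect; 0% = uninhibited 1x PFK enzyme wells and -100% = no-enzyme wells; nearly all actives have a fitted effect of over 60% in size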
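Compounds were pin-transferred as a titration series up to 57 uM into substrate buffer (0.5 mM F6P, 0.1 mM ATP, pH 8.0), then 1.25 nM PFK was added and reactions ran 45 min before ADP-Glo detection.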
p53 reactivation: re-activators of mutant p53 | H1299 p53-A138V BP100-luciferase reporter, luminescence, 24 h | Potency, µM (series often up to 92.2 µM), inactives show at the highest dose activity change, positive = activation, most hits filed as activators | 320,000 compounds, 0.063% hits | AID 504706; further: potency means the concentration at half of the fitted maximal effect; % of control where 0% means no effect; nearly all actives have a fitted effect of over 45% in size
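H1299 (p53-null), stable ts p53-A138V + BP100-Luc; 1000 cells/well, Opti-MEM/10% FBS; cpd 4 pt, 1:5; 24 h, 37 deg C, 5% CO2; detection reagent 10 min RT; luminescence.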
ELG1 genotox: genotoxicity induction in ELG1-luciferase HEK293T cells | HEK293T ELG1-luciferase reporter, luminescence, 16 h | Potency, µM (series often up to 46 µM), for the others: at the highest dose activity change, positive = activation, hits mostly activators | 330,000 compounds, 1.3% hits | AID 504466; further: potency means the concentration at half of the fitted maximal effect; % of control where 0% means no effect; nearly all actives have a fitted effect of over 60% in size
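Genotoxicity was scored as increased ELG1-luciferase reporter signal, measured by ONE-Glo luminescence (30 min, room temperature). Compound or vehicle exposure of the HEK293T reporter cells lasted 16 hr at 37°C.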
VP16 counter: counter-screen for ROR gamma inhibitors: Gal4-VP16 reporter. Drosophila S2 Gal4-VP16 UAS-luciferase, luminescence, 20 h. Potency, µM (titrated, usually from 53.6 µM), without a hit: at the top dose activity, negative = inhibition, most hits filed as inhibitors. 310,000 compounds, 3.5% hits;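 further: Gal4-VP16 expression switched on by copper sulfate through the metallothionein promoter; potency means the concentration at half of the fitted maximal effect; on the % scale 0 is the no-effect control and ±100 the full control effect; nearly all actives have a fitted effect of over 50% in size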
* = called active by the depositor; ? = inconclusive; . = no result given; [ ] = dose if it differs, or a comment. Unless noted, the call rests on the fitted dose curve; in most records, active means well fitted curve in the direction sought with a large enough effect; inconclusive means small, poorly fitted or top-dose-only effect, or another doubt; inactive means no such curve, though single readings can be large; an effect the other way counts as inactive or inconclusive.

smiles | NPC1 prom act | FLuc modulator | Rab9 promoter act | RORg inh | BRCA1 expr up | ELG1 DNA repair | TRPV1 agonist | Tb PFK block | p53 reactivation | ELG1 genotox | VP16 counter
CCN(CC)S(=O)(=O)c1cccc(C(=O)Nc2ccc3c(c2)OCO3)c1 | ? | 15µM* | ? | 20% | ? | ? | 30 | 0% | 6% | 6% | 10%
CCCOC(=O)COC(=O)c1ccccc1NC(=O)c1ccccc1 | 0% | -9% | 0% | -5% | -9% | 14% | ? | 2% | 21% | -1% | -1%
O=C(Cn1c(=O)cnc2ccccc21)NNC(=O)c1ccccc1Cl | 0% | 0% | 0% | . | 6% | ? | -6 | 9% | -5% | 5% | .
Cc1cc(Cl)nc(-n2nc(C)cc2C)n1 | -5% | -2% | 0% | 3.5µM* | 26% | ? | 2 | 0% | 6% | -1% | 13µM*
CC(C)(O)[C@H](O)COc1c2ccoc2cc2oc(=O)ccc12 | 0% | 1% | -5% | -2% | 12% | 1% | -3 | -4% | -10% | 4% | 2%
CCCNC(=O)CSc1ccc(S(=O)(=O)N2CCCC2)cn1 | 0% | 0% | -7% | . | -6% | 15% | -6 | -4% | -6% | 2% | .
COc1cccc(CNC(=O)c2ccc3nc[nH]c3c2)c1 | 1% | -2% | 1% | 1% | 12% | 18% | -7 | 2% | -3% | 1% | 1%
COc1ccc(/C=N/NC(=O)CCc2n[nH]c(=O)[nH]c2=O)cc1OC | -3% | -9% | 1% | 16% | -3% | 24% | 1 | 0% | 1% | 2% | -1%
COC(=O)c1ccccc1N1C(=O)C2C(C1=O)C1C=CC2C12CC2 (stereo not given) | -1% | 5% | 3% | 1% | 0% | 0% | 2 | ? | -7% | 1% | -2%
CCOc1ccc(C2C(C#N)=C(N)Oc3cc(C)n(CCN(C)C)c(=O)c32)cc1OCC (stereo not given) | 0% | 1% | 0% | 11% | -1% | 13% | 2 | 0% | -5% | 13% | -5%
CC(=O)C(Cc1ccccc1)NC(=O)COC(=O)c1ccc(-n2cnnn2)cc1 (stereo not given) | . | . | . | . | -6% | 13% | . | 2% | 5% | -1% | .
CS(=O)(=O)N1CCC(Oc2ccccc2C(=O)N2CCNC(=O)C2)CC1 | 0% | 2% | -2% | 1% | 11% | 3% | -1 | -2% | 19% | 2% | -9%
COc1cc(OC)cc(OCC(O)Cn2cnc(-c3ccccc3)c2)c1 (stereo not given) | -1% | 1% | -2% | 43% | -3% | -16% | 6 | 7% | -5% | 0% | 3%
O=C1c2ccccc2C(=O)N1CCc1csc(-c2ccccc2)n1 | -1% | -18% | -1% | -6% | 0% | ? | 18 | -9% | -2% | ? | 0%[0.365 µM]
CC(=O)Nc1ccc(/C=C(\C#N)S(=O)(=O)c2ccc(C)cc2)cc1 | . | . | . | . | 1% | 9% | . | 0% | 14% | 4% | .
CCOc1ccc(C(=O)NCCC(=O)N2CCC3(CC2)NCCc2[nH]cnc23)cc1OCC | 0% | 1% | 0% | 3% | 16% | ? | 2 | 0% | 13% | -4% | 5%
COc1ccccc1CCNC(=O)Cn1ccc2cc(S(=O)(=O)N3CCC(C)CC3)ccc21 | 0% | 0% | 3% | 25% | -40% | ? | 3 | -4% | 5% | -12% | -11%
O=C(/C=C\Nc1ccc(Br)cc1)c1cccnc1 | 1.8µM* | 0.95µM* | 1.3µM* | -22% | ? | ? | ? | -1% | ? | 21µM* | -25%
COc1ccc(NC(=O)CCn2nnc(-c3ccc(C)cc3)n2)cc1OC | -6% | -3% | -8% | -15% | -9% | ? | ? | -6% | -8% | 1% | -28%
O=C(NNC(=O)C1CCCO1)c1ccccc1Cl (stereo not given) | 3% | 0% | 0% | -10% | 3% | 15% | -1 | 1% | 48% | -1% | -16%
CN(C(=O)c1ccc(OC2CCN(CCc3ccccc3)CC2)cc1)C1CCOC1 (stereo not given) | -5% | -2% | 6% | -6% | 44% | 7% | 2 | 0% | -5% | 0% | -10%
CCOC(=O)C1=C(COC(=O)CNC(=O)c2ccc(Cl)cc2Cl)NC(=O)NC1C (stereo not given) | 2% | -2% | 2% | . | 5% | 2% | 6 | -7% | 9% | 4% | .
COCc1ccc(C(=O)N2CCCC(N3CCN(c4ccccc4C)CC3)C2)s1 (stereo not given) | 0% | -1% | 0% | 6% | -7% | -7% | 11 | 0% | -5% | -8% | 16%
O=C1CCCc2sc3c(c2N1)CCCCC3 | 7% | -19% | 16% | 5% | 10% | ? | -2 | 0% | -5% | -4% | -6%
COCc1nnc(NC(=O)CCS(=O)(=O)c2ccccc2)s1 | -1% | 2% | 11% | -1% | -37% | -12% | -2 | -7% | . | . | -14%
CS(=O)(=O)N(Cc1ccco1)Cc1ccccc1Cl | -4% | 5% | -1% | -9% | -3% | 20% | 5 | -5% | -2% | -4% | 0%
C=CCNC(=S)Nc1sc2c(c1C(=O)OCC)CC(C)(CC)OC2 (stereo not given) | -5% | 2% | -4% | 2.8µM* | -6% | -13% | 22 | 2% | ? | -5% | ?
Cc1ccsc1C(=O)N1CCCC(N(C)Cc2ccccc2)C1 (stereo not given) | 1% | 2% | 1% | -12% | -5% | -3% | 10 | -15% | -3% | -5% | 25%
Cc1ccc(S(=O)(=O)N2CCCC2)cc1[N+](=O)[O-] | -6% | 0% | 1% | 6% | -10% | 20% | 0 | 0% | -5% | 1% | -23%
CC(C)NC(=O)c1ccc(-c2ccccc2C(F)(F)F)o1 | 22% | ? | 25% | 5% | 11µM* | ? | -2 | 9% | 21% | 10% | ?
Cc1ccc(S(=O)(=O)CCC(=O)NCc2ccccc2Cl)cc1 | 1% | -14% | -5% | ? | -15% | 13% | 21 | -5% | 9% | -2% | -5%
CN1CCN(c2nc(-c3ccccc3)nc(-c3ccccc3)c2C#N)CC1 | -9% | -2% | -31%[inhibitor] | -3% | -41% | ? | 17 | -1% | -1% | -14% | -3%
COc1cccc(/C=N/NC(=O)CC(C)O)c1OC/C=C/c1ccccc1 (stereo not given) | -1% | -5% | -3% | 11µM* | -78% | -24% | -1 | 1% | -1% | -9% | 16µM*
O=C(NN1C(=O)C2C3CCC(O3)C2C1=O)c1ccco1 (stereo not given) | -25% | 7% | 0% | 8% | 1% | 4% | 1 | 1% | 7% | 1% | 3%
CCOC(=O)CC1CCCCN1Cc1cn[nH]c1-c1ccc(F)cc1F (stereo not given) | -3% | -1% | -5% | 1% | -4% | 7% | -1 | -5% | -2% | 0% | -10%
CCCC(c1nnnn1CCc1ccccc1)N1CCN(C2CCCC2)CC1 (stereo not given) | -3% | 1% | 0% | 16% | -26% | 1% | 6 | 2% | 8% | 1% | -2%
O=C(CN(C(=O)C1CSC(=O)C1)c1cccc(F)c1)NCc1ccc2c(c1)OCO2 (stereo not given) | 5% | 0% | -5% | 20% | -46% | -6% | 0 | 2% | 0% | -11% | -2%
O=c1[nH]c2ccc(NCc3ccc(OCc4ccccc4Cl)cc3)cc2[nH]1 | -1% | -11% | -3% | -15% | 103% | ? | -5 | -20% | 18% | 15% | -8%
COc1cc(OC)cc(C(=O)N2CCC(C(=O)N3CCOCC3)CC2)c1 | 0% | 1% | 0% | -35% | -4% | 0% | 0 | -8% | -2% | 0% | 8%
COC1CCN(Cc2c(C(=O)N3CCN(C4CCCCC4)CC3)nc3ccccn23)CC1 | 0% | 1% | -4% | 3% | 8% | 6% | -2 | 0% | 13% | -3% | -5%
CC(=O)c1cccc(-n2nnnc2SCC(=O)N2CCCC2)c1 | 8% | 0% | 1% | 4% | -15% | 2% | -1 | -2% | ? | -5% | -14%
O=C(CN1CCC(C(=O)c2ccc3c(c2)OCCO3)CC1)NC1CCCC1 | 0% | 1% | -1% | 7% | 2% | -25% | 11 | 2% | -4% | -6% | 5%
Cc1cc2nc(SCC(=O)Nc3nonc3C)c3c(c2cc1C)CCCC3 | -7% | 2% | 12% | -12% | 4% | 10% | 2 | 1% | 0% | 2% | 0%
COc1ccccc1C(=O)N1CCCC(c2nc(-c3cc(OC)c(OC)c(OC)c3)no2)C1 (stereo not given) | -1% | 2% | 0% | ? | -14% | 7.3µM* | 0 | -2% | -6% | 1% | 6%
Cn1nc(C(=O)OCC(=O)Nc2ccc(S(N)(=O)=O)cc2)c2ccccc2c1=O | -2% | 0% | 1% | 8% | 0% | 12% | -9 | -7% | 3% | -3% | -8%
Cc1ccc(S(=O)(=O)N2CCCC(C(=O)NCC3CCCO3)C2)cc1 (stereo not given) | -3% | 0% | -1% | 29% | -9% | -1% | 0 | -1% | -1% | 0% | 10%
O=C(COC(=O)C1CC(=O)N(CCc2ccccc2)C1)c1ccc[nH]1 (stereo not given) | 0% | . | 1% | . | 23% | 13% | -8 | -5% | -3% | 1% | .

Screening results from PubChem.
